Compound activity (PubChem BioAssay)
MT stabilize HCS: microtubule stabilizers in HeLa cells, primary screen, imaging, high-content imaging. HeLa tubulin immunostaining HCS, 24 h; share of cells brighter than vehicle mean+2SD. AID 2205, 2009. 200,000 tested, 0.83% active. % tubulin-high responders, % at 10 µM;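 active = plate Z-score above 3 for both tubulin-high and condensed-nucleus cell shares, with cell loss under 80%, at 10 µM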;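 note: anti alpha tubulin signal scored within the nucleus-defined area of each cell; some results filed as inactive read as strong as hits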
HIV peptide binding: inhibitors of HIV fusion peptide binding, primary screen, biochemical, uHTS, fluorescence dequenching (AID 1986). 290,000 tested, 0.3% active. one-dose inhibition, % at 20 µM; IC50 in µM for titrated hits. cell-free peptide binding, fluorescence dequenching, 30 min; higher % means a stronger effect; in the data active = inhibition mostly above about 52%, no sharp cut-off; inactive = mostly below about 76%; note: some results filed as inactive read as strong as hits
WT yeast gro inh: growth inhibition of WT strain, primary screen, mitochondrial fusion inhibitor project, WT and mutant strains, chemical genetic; mitochondrial fusion phenotypic screen; inhibition, % at 10 µM; 190,000 tested, 2.1% active; AID 1362, 2008; in the data active = inhibition above about 58%; tested in S. cerevisiae
AID2073: inhibitors of Mint1-CaV2.2 protein interaction, biochemical, HTRF (AID 2073). HTRF protein-protein interaction, Mint1-CaV2.2; higher % means a stronger effect. one-dose inhibition, % at 20 µM; IC50 in µM for titrated hits. 290,000 tested, 0.19% active; in the data active = inhibition mostly above about 51%, no sharp cut-off; inconclusive = no clear call, values can overlap the other calls; inactive = mostly below about 53%; note: some results filed as inactive read as strong as hits
Dynein transport: inhibitors of GR-EGFP nuclear translocation, primary screen, dynein cargo transport inhibitor project, imaging, high-content, 3617.4 mouse cells | test concentration mostly 20 µM; stimulated with dexamethasone, 1 µM; active compounds read low | z-score, hits read low | 220,000 tested, 0.47% active | AID 1381, 2008;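 active = plate z-score of nuclear minus cytoplasmic receptor signal below a set negative limit, without overly bright fluorescence or cell loss, cut at about -3.5 in these data, passing the limit was not always enough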;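 note: z-score of nuclear minus cytoplasmic ring GR-EGFP intensity difference per well; some compounds called inactive have numbers as strong as hits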
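Medium: Induction medium lacking tetracycline, stripped serum | Probe or stimulus: 1.0 µM final dexamethasone stimulus | Schedule: 48 h induction, then 1 h compound, then 30 min agonist, 37 °C | Signal: Automated 10x imaging of fixed Hoechst-stained cells | Evaluation: Per-cell GR-EGFP intensity, nucleus versus surrounding cytoplasmic ring, well-averaged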
Autophagy HCS: autophagy modulators in MEF cells, primary screen, imaging, high-content, MEF GFP-LC3 | MEF GFP-LC3 puncta imaging; test concentration mostly 10 µM | calls only at 10 µM (by protocol) | 190,000 tested, 0.98% active;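 active = percentage of spot-positive cells more than 3 SD above its plate mean, without a fluorescence outlier flag or 80% toxicity; inconclusive = no clear call, values can overlap the other calls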;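 note: spot-positive cell cutoff set from DMSO-treated cells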
Yfh1-off respiration: enhancers of respiration in Yfh1-depleted yeast, dose response, Friedreich's ataxia, plus single-dose screen (AID 1465). one-dose fold induction at 50 µM; EC50 in µM for titrated hits. 220,000 tested, 0.074% active. S. cerevisiae Yfh1-off respiration, WST-1 reduction, 72 h; higher fold induction means a stronger effect;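 active = fold induction of absorbance versus untreated yeast above a set limit, then at least 30% activation at any dose in follow-up; inconclusive = repeats straddling the limit, or above it without dose testing; inactive = fold induction below the set limit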;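 note: activators that raise dye reduction in frataxin-depleted yeast; strong numbers were not always called active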
bCat nuc transl: modulators of beta-catenin nuclear translocation, primary screen, imaging, HeLa cells, immunofluorescence, high-content. nuclear translocation activity, % at 5 µM. AID 1665, 2009. 190,000 tested, 0.3% active;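 active = nuclear translocation activity above 50% at 5 µM, with a well cell count of 50 or more; inconclusive = wells under 50 cells across six images, flagged as toxic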;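 note: per-cell ratio of nuclear to cytoplasmic median beta-catenin stain intensity; plate controls were DMSO negative control for no effect and GSK-3 inhibitor IX positive control for full effect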
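Read-out: Nuclear/cytoplasmic beta-catenin signal ratio, % activation | Assay system: Human HeLa cell line | Times: 24 h compound exposure at 37°C, 5% CO2 | Signal: Fluorescence imaging of beta-catenin antibody stain plus DAPI | Dosing: 5 µM primary, 0.02–20 µM confirmation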
Ins promoter up: insulin promoter activators in MIN6 cells, imaging, high-content screening, mouse beta cells; MIN6 insulin promoter-GFP reporter; active compounds read high; z-score at 5 µM; 190,000 tested, 0.3% active;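 active = z-score above 3 at 5 µM with at least 500 cells counted in the well; inconclusive = wells under 500 cells, flagged as cytotoxic or low count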
WT yeast gro inh mutant strain: further read-out of WT yeast gro inh, marked with its call; inhibition, %; mitochondrial fusion phenotypic screen, mutant strain inhibition
Dynein transport cytoplasmic EGFP: also measured in Dynein transport; calls as there; z-score; measured here: cytoplasmic GR-EGFP intensity; active compounds read high
Dynein transport nuclear GR-EGFP: recorded beside Dynein transport, whose call it bears; z-score; measured here: nuclear GR-EGFP intensity;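 lower value marks the stronger effect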
Dynein transport cell count: also measured in Dynein transport; calls as there; z-score; measured here: cell count per field
Ins promoter up cell count: further read-out of Ins promoter up, marked with its call; cell count; measured here: cytotoxicity, nuclei count;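 total cells summed across four imaged fields per well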
bCat nuc transl cell count 5 µM: recorded beside bCat nuc transl, whose call it bears; cell count; measured here: cell count, cytotoxicity flag
MT stabilize HCS Hoechst-high %: further read-out of MT stabilize HCS, marked with its call; % Hoechst-high responders; measured here: nuclear condensation Hoechst responders;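 share of cells brighter than vehicle mean plus two SD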
MT stabilize HCS cytotoxicity %: also measured in MT stabilize HCS; calls as there; toxicity, %; measured here: cytotoxicity by cell density;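 0% = mean cell density of plate MIN control wells and 100% = no cells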
Autophagy HCS cell loss 18 h: recorded beside Autophagy HCS, whose call it bears; toxicity, %; measured here: cell loss, nuclei count;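 cell loss after 18 h compound exposure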
* hit, by the source's call; i = inactive; ? = inconclusive; . = no result given.

#1 COC(=O)COc1ccc(S(=O)(=O)NCc2ccco2)cc1
#2 Cc1ccc(C)n1-c1ccc(C(=O)N/N=C/c2ccncc2)cc1
#3 Cc1cc2ncc(S(=O)(=O)c3ccccc3)c(N)n2n1
#4 COc1cccc2cc(C(C)N(CCCN3CCOCC3)C(=S)Nc3ccccc3C)oc12 (stereo not drawn)
#5 COc1ccc(C/C(N)=N/OC(=O)Cc2ccccc2)cc1
#6 Cc1ccccc1CCNC(=O)C1CCN(S(=O)(=O)c2ccc(-n3cnnn3)cc2)CC1
#7 O=C(O)/C=C/c1cnn(-c2ccccc2)c1
#8 Cc1ccn2cc(CCNC(=O)Cc3cccs3)nc2c1
#9 O=[N+]([O-])c1nn(-c2ccc(Cl)cc2)n(O)c1=NCc1ccncc1
#10 CSc1nc(-c2ccccc2)c(C#N)c(=O)n1C
screen / no.,1,2,3,4,5,6,7,8,9,10
MT stabilize HCS cytotoxicity %,3.7,7.5,10,8.2,0.3,2.8,2.1,8.7,1.1,9.0
Ins promoter up,0.33,-0.76,-0.31,0.41,.,1.9,-1.1,-0.14,-1.5,-0.59
bCat nuc transl cell count 5 µM,1177,972,1122,1066,.,1021,1085,1147,1002,1435
Autophagy HCS,i,i,i,i,i,i,i,i,i,i
Dynein transport cell count,-0.36,-0.73,0.08,-0.21,1.5,-0.42,-0.065,0.26,0.61,0.92
MT stabilize HCS,4.8,2.1,2.9,2.9,3.3,3.5,1.5,3.7,4.6,3.4
Yfh1-off respiration,i,i,i,i,i,i,i,i,i,i
Dynein transport,0.17,1.2,-0.013,-0.78,-0.19,1.1,0.49,-0.1,-1,-0.73
Dynein transport cytoplasmic EGFP,-0.15,-0.3,-0.21,-0.28,-0.24,-0.3,-0.3,0.21,-0.31,-0.34
Dynein transport nuclear GR-EGFP,0.091,0.74,0.27,-0.43,-0.39,0.92,0.23,0.33,-0.43,-0.82
bCat nuc transl,-4.6,-1.0,-1.4,-1.1,.,-3.4,-1.0,-3.0,0.4,-0.2
Autophagy HCS cell loss 18 h,1,14,-3,13,7,1,-21,-5,16,-9
WT yeast gro inh mutant strain,-6,5,10,-11,-5,13,7,8,23,-7
AID2073,7%,8%,-1%,-14%,3%,22%,-4%,?,4%,-2%
MT stabilize HCS Hoechst-high %,2.8,2.6,2.6,1.9,2.1,1.1,1.4,1.9,3.1,1.9
Ins promoter up cell count,1150,1141,1380,1351,.,768,1537,1344,830,1480
WT yeast gro inh,-12,3,-26,-5,-4,3,-2,-4,-3,3
HIV peptide binding,3.4%,-1.5%,0.2%,0.8%,1.4%,-1.7%,0.0%,1.5%,-2.0%,-0.8%

Profiles from above:
Shown for Cc1ccccc1CCNC(=O)C1CCN(S(=O)(=O)c2ccc(-n3cnnn3)cc2)CC1 : MT stabilize HCS cytotoxicity %: 2.8; Ins promoter up: 1.9; bCat nuc transl cell count 5 µM: 1021; Autophagy HCS: i; Dynein transport cell count: -0.42; MT stabilize HCS: 3.5; Yfh1-off respiration: i; Dynein transport: 1.1; Dynein transport cytoplasmic EGFP: -0.3; Dynein transport nuclear GR-EGFP: 0.92; bCat nuc transl: -3.4; Autophagy HCS cell loss 18 h: 1; WT yeast gro inh mutant strain: 13; AID2073: 22%; MT stabilize HCS Hoechst-high %: 1.1; Ins promoter up cell count: 768; WT yeast gro inh: 3; HIV peptide binding: -1.7%
Shown for COc1ccc(C/C(N)=N/OC(=O)Cc2ccccc2)cc1 : MT stabilize HCS cytotoxicity %: 0.3; Ins promoter up: .; bCat nuc transl cell count 5 µM: .; Autophagy HCS: i; Dynein transport cell count: 1.5; MT stabilize HCS: 3.3; Yfh1-off respiration: i; Dynein transport: -0.19; Dynein transport cytoplasmic EGFP: -0.24; Dynein transport nuclear GR-EGFP: -0.39; bCat nuc transl: .; Autophagy HCS cell loss 18 h: 7; WT yeast gro inh mutant strain: -5; AID2073: 3%; MT stabilize HCS Hoechst-high %: 2.1; Ins promoter up cell count: .; WT yeast gro inh: -4; HIV peptide binding: 1.4%

(more compounds)
#11 CN(C)/C=N/c1sc2c(c1C(N)=O)CCCC2
#12 Cc1cccc(/C(N)=N/OC(=O)c2cccnc2)c1
#13 Cc1ccc(-n2ncc3c(SCc4ccccn4)ncnc32)c(C)c1
#14 CC(=O)c1c(C)n(C)c2ccc(OC(=O)c3ccc([N+](=O)[O-])cc3)cc12
#15 O=C(CCN1C(=O)C2C3C=CC(C3)C2C1=O)NC1CCCc2ccccc21 (stereo not drawn)
#16 Cc1cc(C(=O)CSc2nnc(-c3ccccc3)n2Cc2ccc3c(c2)OCO3)c(C)n1C
#17 O=c1c2cnn(-c3ccc(F)cc3)c2ncn1Cc1ccccc1
#18 COc1cc2c(cc1[N+](=O)[O-])n(C(C)C)c(=O)n2C(C)C
#19 CCNc1cc(N2CCCC2)ccc1[N+](=O)[O-]
#20 O=C(Nc1cccc2ccccc12)/C(=C\c1cccc([N+](=O)[O-])c1)NC(=O)c1cccs1
screen / no.,11,12,13,14,15,16,17,18,19,20
MT stabilize HCS cytotoxicity %,8.4,8.7,12,0.9,5.2,14,6.1,0.5,7.7,5.6
Ins promoter up,0.19,-0.05,-0.02,0.8,1.2,-0.92,0.2,0.97,.,.
bCat nuc transl cell count 5 µM,1053,914,943,887,1086,894,1190,1493,925,914
Autophagy HCS,i,i,i,i,i,i,i,i,i,i
Dynein transport cell count,-0.13,0.21,0.24,0.3,-0.94,-2.4,-0.0033,-0.16,-1.2,0.47
MT stabilize HCS,4.0,1.1,3.3,1.3,2.2,4.7,2.7,3.1,2.8,3.7
Yfh1-off respiration,i,i,i,i,i,i,i,i,i,i
Dynein transport,-0.27,0.35,-0.68,-0.65,0.37,3.9,0.5,1.5,0.2,-0.83
Dynein transport cytoplasmic EGFP,-0.33,-0.32,-0.03,-0.17,-0.18,-0.086,-0.25,-0.13,0.52,-0.29
Dynein transport nuclear GR-EGFP,0.65,0.43,-0.2,0.13,0.96,4.2,0.59,0.35,1.4,0.3
bCat nuc transl,-4.5,3.2,5.2,0.2,0.3,-6.1,-1.3,-0.1,0.4,0.8
Autophagy HCS cell loss 18 h,4,9,10,-7,-5,0,2,27,5,20
WT yeast gro inh mutant strain,8,-14,40,-10,8,-15,-8,-8,-16,-21
AID2073,-3%,6%,-10%,9%,-4%,-17%,8%,-2%,-7%,12%
MT stabilize HCS Hoechst-high %,1.7,1.2,1.0,1.1,2.2,1.7,3.2,1.9,1.6,3.4
Ins promoter up cell count,1233,1628,1057,1539,1952,1250,1061,1450,.,.
WT yeast gro inh,17,3,29,-5,1,2,0,6,1,9
HIV peptide binding,-0.3%,1.3%,-2.2%,-2.0%,0.0%,0.7%,1.2%,-1.1%,-2.8%,-1.3%

#21 Cc1cc(=O)oc(C)c1C(=O)Nc1cccnc1Cl
#22 Cc1c(C(=O)NCc2cccnc2)oc2ccc(S(=O)(=O)N3CCCC(C)C3)cc12 (stereo not drawn)
#23 COc1ccc(CCN=C(N)NS(=O)(=O)c2ccc(C)cc2)cc1
#24 Cc1sc(NC(=O)CN2CCN(c3ccccn3)CC2)c(C#N)c1C
#25 COc1ccc(OCC(=O)N2CCc3c([nH]c4ccccc34)C2c2ccccn2)cc1 (stereo not drawn)
#26 C=CCN=C(NC#N)SCCc1ccccc1
#27 C/C(=N\NC(=O)CNc1cccc(Cl)c1C)c1cccs1
#28 CCOC(=O)C1C(C(=O)OCC)C1(c1ccccc1)c1ccccc1 (stereo not drawn)
#29 COC(=O)CCCC1=CC2=CC(=O)C(C)(OC(=O)c3cccs3)C(=O)C2=CN1CCc1c[nH]c2ccccc12 (stereo not drawn)
screen / no.,21,22,23,24,25,26,27,28,29
MT stabilize HCS cytotoxicity %,.,11,4.9,0.2,4.6,10,5.4,4.4,.
Ins promoter up,1.7,-0.3,0.08,.,0.74,.,0.3,-0.66,0.2
bCat nuc transl cell count 5 µM,1376,1008,1026,1313,970,1093,1094,.,1098
Autophagy HCS,.,i,i,i,i,i,i,i,.
Dynein transport cell count,-0.29,-0.33,-0.44,1.9,-0.02,-0.25,0.23,0.12,-1.3
MT stabilize HCS,.,4.2,3.9,5.5,2.4,4.2,2.1,2.9,.
Yfh1-off respiration,i,i,i,i,i,i,i,i,i
Dynein transport,-0.019,-0.25,0.44,-0.22,0.67,-0.35,-1.1,0.34,1.2
Dynein transport cytoplasmic EGFP,-0.26,-0.13,-0.079,-0.043,-0.29,-0.12,0.21,-0.22,-0.6
Dynein transport nuclear GR-EGFP,-0.082,0.17,0.15,-0.13,0.11,0.069,-0.55,0.25,0.98
bCat nuc transl,-0.5,-0.1,-1.3,-4.2,-1.3,-1.0,-0.4,.,2.0
Autophagy HCS cell loss 18 h,.,3,21,-5,14,-7,-11,6,.
WT yeast gro inh mutant strain,.,-10,-6,-7,4,-5,12,4,.
AID2073,6%,-5%,18%,7%,6%,-6%,25%,0%,19%
MT stabilize HCS Hoechst-high %,.,3.0,2.9,2.3,1.5,2.0,1.6,1.8,.
Ins promoter up cell count,1248,1892,1522,.,1510,.,1384,1163,739
WT yeast gro inh,.,18,-7,-1,11,-12,-11,20,.
HIV peptide binding,0.5%,-0.8%,-0.5%,8.7%,0.8%,-0.4%,1.9%,3.0%,3.4%
